Rtt109 HAT inh: inhibitors of C. albicans Rtt109/Vps75 HAT, primary screen, biochemical, ThioGlo CoA-SH fluorescence, plate reader; purified Rtt109/Vps75, 4 h; inhibition, % at 34.9 µM; 0.16% of 330,000 active; Histone acetyltransferase RTT109 (Candida albicans (strain SC5314 / ATCC MYA-2876)), …;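 active = inhibition of at least 50% in every replicate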
Target sequence (Q5AAJ8 whole entry, looked up): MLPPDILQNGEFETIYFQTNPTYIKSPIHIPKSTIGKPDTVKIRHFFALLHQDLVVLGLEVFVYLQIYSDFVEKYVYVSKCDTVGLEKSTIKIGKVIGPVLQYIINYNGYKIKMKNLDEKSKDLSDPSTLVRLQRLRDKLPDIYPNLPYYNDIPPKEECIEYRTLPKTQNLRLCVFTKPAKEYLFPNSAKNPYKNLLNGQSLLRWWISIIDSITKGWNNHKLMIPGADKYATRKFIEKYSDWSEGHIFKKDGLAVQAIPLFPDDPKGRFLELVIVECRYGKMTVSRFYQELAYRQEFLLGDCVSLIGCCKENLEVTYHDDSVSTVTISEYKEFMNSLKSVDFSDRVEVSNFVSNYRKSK
CDK5 inh: inhibitors of human CDK5/p35 kinase, primary screen, biochemical, single concentration; AID 488839, 2010; Cyclin-dependent kinase 5 (Homo sapiens) + Cyclin-dependent kinase 5 activator 1 (Homo …; Recombinant CDK5/p35, ADP-Glo luminescence, 60 min; inhibition, % at 10 µM; 0.01% of 330,000 active;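 active = highest replicate inhibition of at least 50% and at least 75% of replicates reaching 50%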;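 note: plate controls were DMSO neutral control for no effect and GW8510 at 10 µM for full effect; many of its hits are not listed in these tables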
PvdQ inh: P. aeruginosa PvdQ acylase inhibitors, primary screen, biochemical, fluorescence, plate reader and imaging, single point. purified PvdQ acylase. PvdQ acylase [Pseudomonas aeruginosa LESB58]. inhibition, % at 10 µM. 0.063% of 340,000 active; in the data active = inhibition above about 30%, passing the limit was not always enough;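 note: 0% = vehicle neutral wells and 100% = reference inhibitor wells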
cardiac RTF act: cardiac RTF calcium sensitivity activators, primary screen, biochemical, IANBD-TnC fluorescence, EC20 calcium; Troponin I, cardiac muscle (Homo sapiens) + Troponin T, cardiac muscle (Homo sapiens) + …; IANBD-labeled TnC RTF fluorescence at EC20 calcium; 0% EC20 calcium, 100% full calcium; activation, % at 7.2 µM; 0.24% of 340,000 active; AID 493008, 2010;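 active = activation above the mean over all tested compounds plus 3 SD, cut at about 30% in these data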;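 note: rise in fluorescence read as greater calcium sensitivity of cardiac thin filaments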
Keap1 Nrf2 FP: Keap1-Nrf2 protein-protein interaction inhibitors, primary screen, biochemical, fluorescence polarization, single point | inhibition, % at 9.4 µM | Keap1 Kelch-Nrf2 peptide fluorescence polarization, 1536-well | Kelch-like ECH-associated protein 1 (Homo sapiens), Q14145 | AID 504523, 2011 | 0.15% of 340,000 active; in the data active = inhibition above about 12%;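 note: human Keap1 Kelch domain with fluorescein labeled Nrf2 9mer peptide probe; 0% = neutral control wells and 100% = peptide positive control; higher means more block of Keap1 binding to Nrf2 peptide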
Target sequence (Q14145 whole entry, looked up, the tested form may be a part): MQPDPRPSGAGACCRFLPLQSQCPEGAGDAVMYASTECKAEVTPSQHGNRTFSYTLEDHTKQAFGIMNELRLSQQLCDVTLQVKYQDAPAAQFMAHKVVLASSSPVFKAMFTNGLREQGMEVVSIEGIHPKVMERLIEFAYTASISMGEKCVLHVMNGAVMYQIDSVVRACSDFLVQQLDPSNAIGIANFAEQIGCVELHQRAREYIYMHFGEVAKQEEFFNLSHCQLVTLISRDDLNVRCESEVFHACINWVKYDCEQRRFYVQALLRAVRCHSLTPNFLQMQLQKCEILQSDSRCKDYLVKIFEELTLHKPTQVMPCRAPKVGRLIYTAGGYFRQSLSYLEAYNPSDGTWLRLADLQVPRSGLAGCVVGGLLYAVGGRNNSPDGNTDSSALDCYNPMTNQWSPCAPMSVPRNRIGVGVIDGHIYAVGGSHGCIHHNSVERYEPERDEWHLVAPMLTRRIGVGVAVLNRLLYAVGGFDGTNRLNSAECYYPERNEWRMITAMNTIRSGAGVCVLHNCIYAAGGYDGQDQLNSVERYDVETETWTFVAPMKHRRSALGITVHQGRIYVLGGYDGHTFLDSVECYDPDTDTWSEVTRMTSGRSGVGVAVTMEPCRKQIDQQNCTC
PfHsp90 set2: growth inhibition of PfHsp90-expressing yeast, primary screen, antimalarial PfHsp90 inhibitor project, S. cerevisiae, BacTiter-Glo luminescence, single point, set 2 | BacTiter-Glo ATP, 48 h; yeast lacking PDR1 and PDR3 efflux regulators | inhibition, % at 9.4 µM | 0.32% of 310,000 active;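 active = every replicate shows inhibition above about 80%, whatever the replicate mean, limit read from the data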;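 note: 0% = DMSO neutral controls and 100% = 20 µM radicicol positive controls; yeast relying on Plasmodium falciparum Hsp90 in place of its own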
Mot1-301 SUMO: yeast Mot1-301 growth rescue at high temperature, primary screen, SUMOylation pathway inhibitor project, S. cerevisiae, ATP luminescence, 38.5C | growth rescue, % at 18.8 µM | S. cerevisiae Mot1-301 growth rescue; percent above DMSO median, 100 means doubled | 1% of 320,000 active | AID 2716, 2010;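 active = every valid replicate shows activation above 250% relative to neutral control wells; inactive = the rest, any valid replicate at or below 250%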;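 note: OY570 slx delta 5 strain wells were the positive control but not used for scaling; some compounds called inactive have numbers as strong as hits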
RTF Ca sens inh: cardiac RTF calcium sensitivity inhibitors, primary screen, biochemical, IANBD-TnC fluorescence, EC70 calcium; IANBD-labeled cardiac RTF, Ca2+ fluorescence; AID 493244, 2011; Troponin I, cardiac muscle (Homo sapiens) + Troponin T, cardiac muscle (Homo sapiens) + …; 0.12% of 340,000 active; inhibition, % at 7.15 µM;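 active = inhibition above the mean inhibition of all tested compounds plus 3 SD, cut at about 17% in these data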;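 note: assay run at fixed EC70 calcium of 1.6 mM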
dFosB activator: activators of delta FosB homodimer, primary screen, biochemical, fluorescence polarization, TAMRA-CDK5 oligo, single point; Protein FosB (Mus musculus), P13346; purified delta FosB; percent of positive-control signal above neutral wells; activation, % at 25 µM; 0.99% of 340,000 active;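 active = mean activation above about 17%, with every replicate also reaching it, limit read from the data, passing the limit was not always enough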;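 note: fluorescence polarization rise as delta FosB binds a TAMRA Cdk5 AP-1 oligo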
NSD2 HMT inh: NSD2 histone methyltransferase inhibitors, primary screen, biochemical, AlphaScreen, single concentration, set 2; NSD2 peptide methylation, 120 min; inhibition, % at 12.5 µM; 0.54% of 310,000 active; AID 743445, 2014; in the data active = inhibition above about 50%
LANA DNA inh: inhibitors of KSHV C-LANA binding to DNA, primary screen, biochemical, fluorescence polarization, FAM-LBS DNA, MBP-C-LANA, single point | Kaposi's sarcoma herpesvirus LANA C-terminal domain (residues 932-1162) DNA binding | inhibition, % at 9 µM | 0.078% of 340,000 active;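 active = highest replicate inhibition at or above 60% at 9 µM, even if other replicates fall short; inactive = all replicates below 60% inhibition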;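 note: 0% = neutral control wells and 100% = 4 µM acridine orange control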
The depositor's hits bear a star; / = not tested or not shown.

Order of results: Rtt109 HAT inh | CDK5 inh | PvdQ inh | cardiac RTF act | Keap1 Nrf2 FP | PfHsp90 set2 | Mot1-301 SUMO | RTF Ca sens inh | dFosB activator | NSD2 HMT inh | LANA DNA inh
C=CCn1c(O)c(C2=c3ccccc3=NC2=O)c2ccccc21
    -2 | -0.3 | 0 | -2 | -2 | 110* | 29 | -1 | 1 | 15 | 2.7
CCCCn1c(N)c(N(CC(C)C)C(=O)c2cccc(OCc3ccccc3)c2)c(=O)[nH]c1=O
    -8 | -1.0 | 10 | -14 | -3 | -13 | 7 | -1 | -2 | -1 | 0.7
COC(=O)CCN(C1CCCCC1)S(=O)(=O)c1ccc(S(=O)(=O)NC2CCCCC2)cc1
    12 | 0.0 | -11 | 7 | -5 | -7 | -2 | -15 | -9 | -4 | 1.2
O=[N+]([O-])c1cc(S(=O)(=O)NCCCN2CCOCC2)ccc1Cl
    6 | 0.6 | 9 | 0 | 2 | -8 | 9 | 1 | -8 | 0 | -1.6
CCC(CC)NCc1ccc(OC)cc1OC
    -9 | 1.5 | -7 | -3 | -2 | 4 | 25 | -4 | -10 | 8 | 0.2
O=C(/C=C/c1ccc(Cl)c(Cl)c1)n1cccn1
    -14 | -0.5 | 15 | 12 | -5 | -15 | -14 | 2 | 2 | -5 | 0.2
OCCSc1nc(N2CCOCC2)nc(N2CCOCC2)n1
    4 | -0.6 | -23 | 8 | -1 | -9 | 10 | -34 | -6 | -1 | 0.7
C/C(=N\NC(=O)Cc1csc(N2CCOCC2)n1)c1ccc(Cl)c(Cl)c1
    0 | 4.0 | -8 | -1 | 2 | 6 | 10 | -7 | -6 | 3 | -2.9
COc1ccc(F)cc1C(=O)C1CCCN(Cc2cccn2-c2cccnc2)C1 (centres undefined)
    -3 | -1.7 | -8 | 1 | -9 | -4 | 7 | -26 | -15 | 10 | -0.3
O=C(NCc1cccc(Cl)c1)C1=CC=CN2CCS(=O)(=O)N=C12
    -1 | -6.8 | -9 | -1 | -11 | 6 | -21 | -2 | -5 | -1 | 3.3
COc1ccc(-c2csc(-c3cccs3)n2)cc1OC
    -10 | 0.4 | -16 | 3 | -5 | -13 | 18 | 7 | -2 | -2 | -1.7
CCOCCn1c(N2CCN(c3ccc(OC)cc3)CC2)nc2c1c(=O)[nH]c(=O)n2C
    -14 | 0.2 | -4 | -5 | -4 | 16 | -10 | 6 | -8 | -3 | -0.1
CCOc1ccccc1N1CC(C(=O)NCCC2=CCCCC2)CC1=O (centres undefined)
    -7 | -5.0 | -20 | 3 | -7 | -4 | / | -12 | -2 | -2 | 0.1
Cc1cc(=O)[nH]c2c1c(C)nn2C1CCCCC1
    2 | 1.3 | -2 | -3 | -3 | -12 | 0 | -5 | 1 | 0 | -2.0
CCCC(C(=O)NC(C)(C)C)N(Cc1ccccc1Cl)C(=O)c1snc(C(N)=O)c1N (centres undefined)
    13 | 1.1 | 6 | -8 | 8 | -16 | 25 | -1 | -15 | -4 | -1.0
COc1ccccc1CNC(=O)C1CCN(S(=O)(=O)N2CCCCC2)CC1
    30 | -0.8 | 7 | 10 | -6 | 3 | 8 | -3 | 1 | / | 0.9
CCc1c(C(=O)NCc2cnn(C)c2)csc1C
    7 | 2.5 | -5 | -2 | -3 | -3 | -7 | -13 | -9 | -1 | 0.7
Cc1cccc(C)c1NC(=O)CNC(=O)Cc1c[nH]c2ccccc12
    1 | -0.4 | -17 | -1 | -2 | 4 | -13 | -12 | -1 | 0 | -0.8
COc1cccc(/C(O)=C2\C(=O)C(=O)N(c3ccccn3)C2c2cccc(OC)c2OC)c1 (centres undefined)
    -3 | 0.0 | -9 | 9 | -6 | -6 | / | -4 | -2 | 0 | 1.6
Cc1n[nH]c(C)c1N1C(=O)c2cccc3c(N4CCCCCC4)ccc(c23)C1=O
    23 | 0.8 | 0 | 317* | 16* | -7 | -8 | -391 | -19 | -6 | 42
C=CCNC(=O)c1ccc(C)c(Br)c1
    -4 | 0.1 | 5 | -1 | 1 | 0 | -4 | 3 | 4 | -3 | -3.2
COc1ccc(NC(=S)N2CCC(C(O)(c3ccccc3)c3ccccc3)CC2)cc1
    5 | 3.0 | 1 | 12 | -2 | 0 | 9 | -25 | -8 | -1 | -0.1
COc1cc(CSC)nc(-c2ccccc2)n1
    6 | 0.3 | -1 | 6 | 3 | 4 | -12 | 1 | 1 | 0 | 1.4
O=C(CNC(=O)c1ccccc1)OCc1ccc([N+](=O)[O-])cc1
    16 | -2.2 | 6 | 6 | -7 | 8 | 320 | 6 | 3 | -3 | -1.3
O=C(COC(=O)c1ccc(CNS(=O)(=O)c2ccc(F)c(Cl)c2)cc1)NCC1CCCCC1
    -1 | -0.7 | -9 | 1 | -2 | -12 | -7 | -1 | 0 | -3 | -2.7
Cc1c(Cl)cccc1NC(=O)CSc1nccn1C
    20 | 0.7 | 1 | -6 | -1 | -10 | 8 | -4 | 0 | 0 | 1.2
CCc1nnc(NC(=O)CSc2nnc3c(n2)[nH]c2ccccc23)s1
    10 | -0.4 | 7 | -4 | -4 | -3 | 188 | 6 | 1 | -1 | -0.4
O=C1C(Cc2ccccc2)Nc2ncnc(N3CCOCC3)c2N1Cc1ccccc1 (centres undefined)
    -1 | -0.1 | -13 | 0 | -2 | 23 | 15 | -7 | -7 | / | 0.1
O=C(Nc1ccc(OC(=O)c2ccco2)cc1)c1ccco1
    17 | 6.0 | 5 | 1 | 1 | 6 | -18 | -3 | 0 | 0 | 1.6
Cc1[nH]ccc(=O)c1OCc1c(F)cccc1Cl
    / | -1.1 | -14 | -1 | 0 | 24 | / | 3 | 6 | -1 | 0.1

Profiles, looked up by structure. Order of screens: Rtt109 HAT inh	CDK5 inh	PvdQ inh	cardiac RTF act	Keap1 Nrf2 FP	PfHsp90 set2	Mot1-301 SUMO	RTF Ca sens inh	dFosB activator	NSD2 HMT inh	LANA DNA inh
Cc1c(Cl)cccc1NC(=O)CSc1nccn1C reads 20	0.7	1	-6	-1	-10	8	-4	0	0	1.2
CCc1nnc(NC(=O)CSc2nnc3c(n2)[nH]c2ccccc23)s1 reads 10	-0.4	7	-4	-4	-3	188	6	1	-1	-0.4

More records.
Structure | Rtt109 HAT inh | CDK5 inh | PvdQ inh | cardiac RTF act | Keap1 Nrf2 FP | PfHsp90 set2 | Mot1-301 SUMO | RTF Ca sens inh | dFosB activator | NSD2 HMT inh | LANA DNA inh
COc1ccc(C2/C(=C(\O)c3ccc4c(c3)CC(C)O4)C(=O)C(=O)N2Cc2cccnc2)c(OC)c1 (centres undefined) | 1 | -1.4 | -12 | -1 | 1 | 3 | -8 | -2 | -3 | 5 | 1.0
Cc1ccc(OCc2nc3c4c(ncn3n2)-c2ccccc2CC42CCCC2)cc1 | 4 | -0.4 | -13 | -4 | -3 | -43 | 16 | -5 | -10 | -3 | 1.4
O=C(Nc1ccc(Cl)cc1Cl)c1cccc(N2C(=O)C=CC2=O)c1 | 3 | -2.8 | -26 | 12 | -5 | 107* | 550* | -8 | -9 | / | 2.4
CN(C)C(=O)CSc1nnc(Cc2ccccc2)n1CC1CCCO1 (centres undefined) | -8 | -2.7 | -18 | 3 | -5 | 9 | 8 | -10 | 2 | 0 | -1.8
CN(C)C(=O)N1CCC(C(=O)NCc2ccc3c(c2)OCO3)CC1 | 0 | 1.1 | -2 | -6 | -3 | / | 10 | -3 | 5 | -1 | 0.2
CCN1CCCC1Cn1cnc2c([nH]c3cccc(Cl)c32)c1=O (centres undefined) | 3 | -0.6 | 6 | -4 | -3 | 1 | -18 | 1 | -1 | 12 | 0.2
COc1ccc(NC(=O)c2cccc(S(=O)(=O)N3CCN(C)CC3)c2)c(OC)c1 | 2 | -0.5 | -9 | -4 | -5 | 20 | -22 | -13 | -1 | 1 | 2.0
CCC1Sc2ccc(S(=O)(=O)CCC(=O)NCc3ccco3)cc2NC1=O (centres undefined) | -3 | 0.5 | -8 | -7 | -8 | 12 | -4 | 0 | 1 | 0 | 1.6
COc1c2c(nc3ccccc13)OC(C(C)(O)COC(C)=O)C2 (centres undefined) | 30 | -0.6 | 6 | -6 | -2 | 5 | 6 | -12 | -2 | 1 | 1.3
COC(=O)COc1ccccc1C(N)=O | 7 | -0.6 | 7 | 2 | -3 | 12 | -17 | -1 | 0 | -1 | -1.4
CCCCn1c(N)c(N(CC(C)C)C(=O)C2CCN(S(=O)(=O)c3ccc(OCC)cc3)CC2)c(=O)[nH]c1=O | 6 | -0.8 | 11 | -15 | -5 | 14 | 14 | -3 | 19* | -2 | -1.5
C=CCn1c(NCCO)nc2c1c(=O)n(C)c(=O)n2C | 4 | 0.3 | -4 | 1 | -6 | -1 | -16 | -2 | -4 | -1 | -0.1
CC(CN1CCN(Cc2ccccc2)CC1)c1ccccc1 (centres undefined) | 6 | 2.2 | 2 | -8 | -2 | 7 | -5 | 2 | 1 | 7 | 13
COc1ccc(-c2cc(=Nc3c(C)n(C)n(-c4ccccc4)c3=O)c3ccccc3o2)cc1 | 10 | 0.3 | 1 | 3 | 0 | -21 | 11 | 3 | -38 | 11 | -0.3

Compounds were not picked by outcome; any-hit rate near 3.2%.
